14-3-3g Raf = modulators of human 14-3-3 gamma - Raf peptide interaction. inhibition, % at 40 µM. FP, 14-3-3gamma / TMR-pS259-Raf peptide binding. 160,000 tested, 0.19% active. AID 422. P61981; in the data active means inhibition above about 30%;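 further: 0% = protein plus tracer without compound and 100% = blank with tracer alone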
Target sequence (P61981 whole entry, looked up): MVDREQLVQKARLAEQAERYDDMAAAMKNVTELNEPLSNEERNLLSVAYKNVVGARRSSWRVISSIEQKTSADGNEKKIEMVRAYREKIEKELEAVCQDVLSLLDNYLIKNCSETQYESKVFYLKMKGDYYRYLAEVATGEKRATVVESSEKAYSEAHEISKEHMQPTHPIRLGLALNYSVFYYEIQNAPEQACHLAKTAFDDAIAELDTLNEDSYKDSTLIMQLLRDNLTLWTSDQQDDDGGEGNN
An asterisk follows results filed as active; & = joins results of further samples.

Structure	14-3-3g Raf
Cc1cc(-c2ccccc2)nc2ccc3ccccc3c12	-1
O=C(c1ccncc1)N1N=C(C2CC2)CC1(O)C(F)(F)F (centres undefined)	4
Cc1ccc(OCC(=O)Nc2ccc(N3CCCC3)cc2)cc1C	-16
CCOC(=O)C1CCN(C(=O)Cn2ccc3ccccc3c2=O)CC1	-1
CCCOc1cccc(C(=O)Nc2cccc(NC(=O)c3ccco3)c2)c1	-8
Cc1c(OCC(=O)OC2CCCCC2)ccc2c3c(c(=O)oc12)CCC3	-226
Cc1cc(C(=O)CN2C(=O)NC3(CCCCC3)C2=O)c(C)n1Cc1ccc2c(c1)OCO2	-11
COc1ccc(OCC(O)CN2C(=O)NC(C)(C)C2=O)cc1 (centres undefined)	7
Cc1ccnc(Nc2nc(-c3c(C)nc4sccn34)cs2)c1	-6
CCc1ccc(C(=O)Nc2ccc(Br)cc2)o1	2
CCN1CCCC1CNC(=O)C1c2ccccc2C(=O)N(CCOC)C1c1c[nH]c2ccccc12 (centres undefined)	-10
COc1ccc(CCNC(=O)C(=O)Nc2cccc(Cl)c2)cc1OC	-2
COC(=O)c1ccccc1NC1=CC(=NS(=O)(=O)c2ccccc2)c2ccccc2C1=O	-83
COc1ccccc1N1CCN(S(=O)(=O)c2c(C)sc3ncn(CC(=O)NCc4ccc(F)cc4)c(=O)c23)CC1	-14
Cc1cccc(NC(=O)c2c(NC(=O)c3ccccc3)sc3c2CCC3)c1	-36
O=C(NCc1cccnc1)c1cc(-c2cccnc2)nc2ccccc12	-1
Cc1cccc(-c2noc(COc3ccc(Br)cc3)n2)c1	5
C=CCn1c(SCC(=O)Nc2c(C)cccc2C)nnc1-c1cnccn1	-10
Cc1nc(N2CCC(C)CC2)c2c(C)c(C(=O)NC3CCCCCC3)sc2n1	-3
CCCNC(=O)COC(=O)c1ccc(S(=O)(=O)N2CCCCCC2)cc1	-2
O=C(Cn1cnc2sc3c(c2c1=O)CCCC3)NCCC(=O)N1CCN(c2ccc(F)cc2)CC1	-1
Cc1cccc(N2CCN(C(=O)c3cc4c(=O)n(C)c5ccccc5c4n3C)CC2C)c1 (centres undefined)	-9
COc1cccc(C2CC(=O)c3c(ccc4ccccc34)N2)c1OC (centres undefined)	0
CC1(C)C2([N+](=O)[O-])CN3CC1([N+](=O)[O-])CN(C2)C3c1cc(Br)ccc1O (centres undefined)	3
COc1cccc(Nc2c([N+](=O)[O-])ccc3nonc23)c1	-6

A second format for part of the listing above:
Molecule: Cc1cccc(N2CCN(C(=O)c3cc4c(=O)n(C)c5ccccc5c4n3C)CC2C)c1 (centres undefined)
  14-3-3g Raf: -9
Molecule: O=C(NCc1cccnc1)c1cc(-c2cccnc2)nc2ccccc12
  14-3-3g Raf: -1
Molecule: COc1ccccc1N1CCN(S(=O)(=O)c2c(C)sc3ncn(CC(=O)NCc4ccc(F)cc4)c(=O)c23)CC1
  14-3-3g Raf: -14
Molecule: Cc1cccc(NC(=O)c2c(NC(=O)c3ccccc3)sc3c2CCC3)c1
  14-3-3g Raf: -36

Sorted by value in 14-3-3g Raf (high to low): some entries from above
Structure	14-3-3g Raf
CCc1ccc(C(=O)Nc2ccc(Br)cc2)o1	2
Cc1cc(-c2ccccc2)nc2ccc3ccccc3c12	-1
CCCOc1cccc(C(=O)Nc2cccc(NC(=O)c3ccco3)c2)c1	-8
CCN1CCCC1CNC(=O)C1c2ccccc2C(=O)N(CCOC)C1c1c[nH]c2ccccc12 (centres undefined)	-10
COc1ccccc1N1CCN(S(=O)(=O)c2c(C)sc3ncn(CC(=O)NCc4ccc(F)cc4)c(=O)c23)CC1	-14
Cc1c(OCC(=O)OC2CCCCC2)ccc2c3c(c(=O)oc12)CCC3	-226

The results go on.
Structure	14-3-3g Raf
Cc1cc(C)n(C(=O)CNC(=O)c2ccco2)n1	-7
Cc1ccccc1N(CCCN1C(=O)c2cccc3cccc(c23)C1=O)C(=O)c1ccc([N+](=O)[O-])cc1	4
CCOC(=O)C1CCC(CN(Cc2cccc(Br)c2)S(=O)(=O)c2ccc(C)cc2)CC1 (centres undefined)	8
CS(=O)(=O)Nc1ccc(C2=NN(C(=O)c3ccco3)C(c3ccco3)C2)cc1 (centres undefined)	-15
Cc1nn(-c2ccc(F)cc2)c2c1cc(C#N)c1nc3ccccc3n12	-1
COc1ccc(-c2nc(SCC(=O)Nc3cc(Cl)ccc3OC)c3c(=O)n(C)c(=O)n(C)c3n2)cc1	-6
O=C1COc2ccc(C(=O)c3ccccc3)cc2CN1	-6
Cc1cc(=O)oc2cc(OC(=O)c3cccs3)ccc12	6
O=C(O)Cc1ccc(-n2c(=S)[nH]c3ccsc3c2=O)cc1	-5
Cc1sc2nc(CN(Cc3cccs3)C(=O)C3CC3)[nH]c(=O)c2c1C	-11
CCOC(=O)c1c(C)c(C(=O)NCc2ccccn2)c(C)n1CC	-11
COc1ccc(-c2coc3c2c(C)cc2oc(=O)c4c(c23)CCC4)cc1	-3
Cc1ccc2c3c(ccc2n1)NC1=C(C(=O)CCC1)C3c1cccnc1 (centres undefined)	-8
CCCn1cnc2c(c1=O)c1nc3ccccc3nc1n2CCc1ccccc1	1
COc1ccc(C2SCCN2C(=O)c2ccc([N+](=O)[O-])cc2)cc1 (centres undefined)	8
Cc1ccc(NCc2nnc(SCC(=O)OC3CCCCC3)o2)c(C)c1	0
COc1ccc(-n2c(=O)cc(N3CC(C)OC(C)C3)[nH]c2=O)cc1 (centres undefined)	-6
Cc1c(C(=O)O)sc2ncn(C)c(=O)c12	-3
O=C(Nc1c2c(nn1-c1ccc(F)cc1)CS(=O)(=O)C2)c1ccc(S(=O)(=O)N2CCCCC2)cc1	-5
COC(=O)COc1ccc(S(=O)(=O)Nc2ccc(NC(C)=O)cc2)cc1C	6
CC(C)CN1CN(S(=O)(=O)c2cccs2)c2nc3ccccc3nc21	2
CCN(CC)c1ccc2cc(-c3nc4ccccc4s3)c(=O)oc2c1	-130
CCOc1ccc(C=Nc2cccc([N+](=O)[O-])c2)c(O)c1	-2
C=CCOC(=O)C1=C(C)Nc2nnnn2C1c1cccc(OC)c1 (centres undefined)	-6
CN1CCN(CCCN2C(=O)CSC2c2ccccc2)CC1 (centres undefined)	0
COc1cccc(Nc2ncnc3c2cnn3C)c1	-3&-12
O=[N+]([O-])c1ccc2c(c1)C=C1CCCCC1(NCc1ccccc1)O2 (centres undefined)	-17
CCCn1c(N)c(N(C)C)c(=O)n(CC(=O)Nc2ccc(OC(F)(F)F)cc2)c1=O	4
CC(C)c1[nH]nc2c1C1(CCN(Cc3ccccc3)CC1)C(C#N)=C(N)O2	-1
S=C1NC2=C(CCc3ccccc32)C(c2ccccc2Cl)N1 (centres undefined)	1
CC1(C)CC(c2csc(N)n2)CCO1 (centres undefined)	-10&-2
O=C(CSc1nnc(-c2ccncc2)n1C1CCCCC1)Nc1ccc(F)cc1	7
COc1ccc(Br)cc1CN1C(=O)c2ccccc2C1C(=O)NC1CCCC(C)C1C (centres undefined)	-2
O=C(O)c1cc(S(=O)(=O)N2CCCC2)cs1	2
COc1ccc(C2CC(C(F)(F)F)n3ncc(C(=O)N(C)CCc4ccccn4)c3N2)cc1OC (centres undefined)	-7
Cc1noc(/C=C/N(C)C)c1S(=O)(=O)N1CCCC(C(=O)NCc2cccs2)C1 (centres undefined)	2
O=C1c2ccccc2C(=O)c2c(NCCOCCO)cccc21	-216
CCc1nnc(NS(=O)(=O)c2ccc(N3C(=O)C4CC=C(Cl)CC4C3=O)cc2)s1 (centres undefined)	-4
CC1=CC(C)(C)N(Cc2ccc([N+](=O)[O-])cc2)c2cc(C)c(C)cc21	-1
O=C(c1ccc(F)cc1)N1C2CCC1CC(O)(c1ccccc1F)C2 (centres undefined)	2
COc1ccc(NC(=O)CSc2nc3ccccc3[nH]2)c([N+](=O)[O-])c1	-10
O=C(Nc1cccnc1)c1ccc(NC(=O)c2ccco2)cc1	0
O=S(=O)(c1ccc(Cl)cc1)N1CC2C3C=CC(C3)C2C1 (centres undefined)	0
CN(CCCNC(=O)c1cn(C2CCCC2)c(=O)c2c1c1ccccc1n2C)Cc1ccccc1	3
CC1CCN(S(=O)(=O)c2cccc3nonc23)CC1	6
NCCS(=O)(=O)O	-2
COC(=O)CNc1nc(-c2cccnc2)nc2ccccc12	-11&-9
COc1ccc(-c2nc(CS(=O)CC(=O)NCc3ccco3)c(C)o2)cc1OC (centres undefined)	-1
O=C(c1cc(-c2ccccc2)nc2ccccc12)N1CCc2ccccc21	-3
COc1ccc(N2CCN(C(c3ccccc3OC)c3nnnn3C3CCCC3)CC2)cc1 (centres undefined)	7

(more compounds)
Structure	14-3-3g Raf
CC(=O)C1C(c2ccc(F)cc2)NC(=O)NC1(O)C(F)(F)F (centres undefined)	-7&2
O=c1oc(C=Cc2ccc([N+](=O)[O-])cc2)nc2ccccc12	6
Cn1c(N2CCOCC2)nc2c1c(=O)n(Cc1ccc(Cl)cc1)c(=O)n2C	-5
CC(=O)c1sc2ccccc2c1OC(=O)c1ccco1	0
Nc1cc(C(=O)O)ccc1Sc1ccccc1C(=O)O	7
CCOC(=O)c1c(NC(=O)c2ccc([N+](=O)[O-])c(C)c2)sc(C)c1C	0
COc1ccccc1C1NC(=O)NC(C)=C1C(=O)OCC(C)C (centres undefined)	-4
O=C1c2ccccc2-c2ccccc21	-12
Cc1cc(NC(=O)CCCS(=O)(=O)c2nc(-c3cccs3)cc(C(F)(F)F)n2)no1	-6
COc1ccc(NC(=O)C2CCN(S(=O)(=O)c3cccs3)CC2)cc1	-8
CCN1C(=O)c2ccccc2Sc2ccc(C(=O)NCc3ccc(OC)cc3OC)cc21	1
COc1ccccc1NC(=O)c1sc(=S)n(CCc2ccccc2)c1N	0
CCOC(=O)c1ccccc1NC(=O)c1ccccc1[N+](=O)[O-]	1
COc1ccc(NC(=O)c2sc(=S)n3c2[nH]c(=O)c2ccccc23)cc1OC	-136
CCc1ccc2oc(-c3cc(N=Cc4ccccc4[N+](=O)[O-])ccc3O)nc2c1	-52
CN(C1CCCCC1)S(=O)(=O)c1ccc(Cl)c(C(=O)O)c1	-1
CCNc1nc(SCCOc2ccc(Br)cc2)nc(N(C)C)n1	1
CC(C)(C)n1ncc2c(=O)n(CC(=O)NC3CCCCC3)cnc21	-6
COc1ccccc1C=CC1Nc2ccccc2C(=O)N1c1ccccc1C (centres undefined)	0
CCCc1cc(=O)n2[nH]c(NCc3ccccc3Cl)nc2n1	-3
COc1ccc(NC(C)=O)cc1NC(=O)CSc1nnc(-c2ccccc2)n1N	-1
Cc1ccccc1-n1nc2c(c1NC(=O)c1ccc3c(c1)OCO3)CS(=O)(=O)C2	-13
c1coc(-c2nnc3sc(Cc4cccs4)nn23)c1	-114
Cc1sc2ncn(CC(=O)NCC3COc4ccccc4O3)c(=O)c2c1S(=O)(=O)N1CCC(C)CC1 (centres undefined)	-4
CCOC(=O)CSc1nnc(-c2cccc(C)c2[N+](=O)[O-])n1-c1ccccc1	-2
CC(C)CCOP(=O)(c1ccc(N(C)C)cc1)C(O)c1ccccc1F (centres undefined)	-6&-4
O=c1c2ccccc2nc(SCc2cccc(F)c2)n1CCc1ccccc1	2
Cc1cc(Nc2ccc(Br)c(C)c2)n2nc(C)nc2n1	-2
COCCn1c(SCC(N)=O)nc2c(c1=O)SC(C)C2 (centres undefined)	-3&-2
CC(=O)Nc1ccc(OCC(O)CN2CCN(c3cc(Cl)ccc3C)CC2)cc1 (centres undefined)	1
Cc1nn(C)cc1C1C2=C(CC(C)(C)CC2=O)OC2=C1C(=O)CC(C)(C)C2	9
COc1cccc(C2CC(c3ccccc3Cl)Nc3nc(N)nn32)c1 (centres undefined)	8
Cc1nccn1CCC(N)=O	-6
O=C(Nc1ccccn1)c1sc2cc([N+](=O)[O-])ccc2c1Cl	5
Oc1ccccc1-c1nnc(SCCN2CCOCC2)n1Cc1ccccc1	-1
O=C(O)Cc1c(C(=O)O)nc2ccccc2c1C(=O)O	-4
O=C(CCn1nc(-c2ccccc2)ccc1=O)NCc1ccc2c(c1)OCO2	-6
Cc1nnc(NC2CCCCC2)n(C)c1=O	-17
C=CCNC(=O)CN1N=C(c2ccc(C)cc2)CCC1=O	-6
Cc1cc(C)nc(NS(=O)(=O)c2ccc(Nc3nc(-c4ccc(O)c(O)c4)cs3)cc2)n1	-3
CCOc1ccc(-n2c(SCC(=O)N3CCCCCC3)nc3c([nH]c4ccccc43)c2=O)cc1	-1
Cc1nn(C(C)(C)C)c(OC(=O)C(C)C)c1Sc1ccc(Cl)cc1	1
CCOC(=O)c1[nH]cnc1C(=O)Nc1ccncc1	0
Oc1ccc(O)cc1	-1
CC(C)CC(C(=O)Nn1cnnc1)N1C(=O)c2ccccc2C1=O (centres undefined)	3
CCOc1cccc2c1OC(c1ccc(C(=O)OC)cc1)N1N=C(c3cccnc3)CC21 (centres undefined)	-1
Cc1ccc(-c2noc(COc3ccc(C(C)C)cc3Br)n2)cc1	5
CC(=O)Oc1ccc(C(=O)Nc2ccccc2C(=O)O)cc1	1
CC(C)(CC(=O)N1CCC(Cc2ccccc2)CC1)CC1=NS(=O)(=O)c2ccccc2N1	-3
CCOC(=O)C1=C(C)NC2=C(C(=O)c3ccccc32)C1c1ccc(C(C)C)cc1 (centres undefined)	-41

Some of the compounds tested; rates above refer to the full screens.
